DT40 TDP1 no CPT = qHTS for Inhibitors of human tyrosyl-DNA phosphodiesterase 1 (TDP1): qHTS in cells in absence of CPT; DT40 Tdp1-/- hTDP1 cells, no CPT, ATP luminescence, 48 h; Potency, µM (highest dose often 46.2 µM), without a hit: at the highest dose activity change, negative = growth inhibition, hits mostly inhibitors; 420,000 tested, 15% active; AID 686978, 2013; further: nearly all actives have a fitted effect of over 55% in size
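No-CPT arm: Tdp1-/-;hTDP1 DT40 cells (400/well) plus compounds, incubated ≥48 hr at 37 °C. Readout CellTiter-Glo luminescence.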
TDP1 block = qHTS Assay for Inhibitors of Tyrosyl-DNA Phosphodiesterase (TDP1); Tyrosyl-DNA phosphodiesterase 1 (Homo sapiens), Q9NUW8; recombinant TDP1, AlphaScreen DNA substrate cleavage; Potency, µM (series often up to 130 µM), for inactives: at the highest dose activity change, negative = inhibition, actives largely listed as inhibitors; 350,000 tested, 0.28% active; further: nearly all actives have a fitted effect of over 40% in size
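Steps: enzyme plus compound, 15 min RT; add biotin/phosphotyrosine-FITC oligonucleotide (15 nM final), react 5 min; add donor/acceptor beads (10 ug/ml final), 10 min; read AlphaScreen. Tdp1 at 1 nM final.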
GCN5L2 inh = qHTS Assay for Inhibitors of GCN5L2. 390,000 tested, 0.21% active. Histone acetyltransferase KAT2A (Homo sapiens), Q92830. Potency, µM (highest dose often 58.9 µM), for the others: at the top dose activity change, negative = inhibition, hits mostly inhibitors. GCN5L2 HAT assay, ThioGlo1 CoA-SH fluorescence
Target sequence (Q92830 whole entry, looked up): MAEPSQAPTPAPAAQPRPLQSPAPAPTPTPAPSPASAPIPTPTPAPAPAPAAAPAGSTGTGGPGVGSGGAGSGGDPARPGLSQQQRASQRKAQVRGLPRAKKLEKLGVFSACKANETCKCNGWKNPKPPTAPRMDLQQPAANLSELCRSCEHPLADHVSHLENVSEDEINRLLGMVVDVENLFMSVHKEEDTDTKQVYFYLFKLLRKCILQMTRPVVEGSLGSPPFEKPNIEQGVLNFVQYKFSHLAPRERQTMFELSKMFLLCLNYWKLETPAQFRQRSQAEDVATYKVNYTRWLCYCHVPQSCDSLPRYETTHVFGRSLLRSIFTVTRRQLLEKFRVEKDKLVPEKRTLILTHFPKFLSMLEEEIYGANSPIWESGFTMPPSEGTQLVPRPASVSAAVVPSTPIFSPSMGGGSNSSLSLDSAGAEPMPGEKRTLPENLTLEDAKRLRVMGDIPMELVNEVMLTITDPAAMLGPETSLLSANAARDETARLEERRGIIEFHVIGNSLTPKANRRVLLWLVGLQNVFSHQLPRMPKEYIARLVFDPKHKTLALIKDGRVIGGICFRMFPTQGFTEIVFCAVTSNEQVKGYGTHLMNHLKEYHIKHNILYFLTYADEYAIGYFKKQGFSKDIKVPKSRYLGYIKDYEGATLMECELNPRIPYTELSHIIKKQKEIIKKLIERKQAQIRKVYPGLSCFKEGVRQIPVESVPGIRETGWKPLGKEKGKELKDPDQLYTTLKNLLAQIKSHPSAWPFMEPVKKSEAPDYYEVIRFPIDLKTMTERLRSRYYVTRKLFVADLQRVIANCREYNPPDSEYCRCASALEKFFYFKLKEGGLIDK
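Compounds, pin-transferred from DMSO stocks, meet 20nM GCN5L2 for 15 min before the reaction begins with H3(1-25) peptide (75uM) and acetyl-CoA (70uM). Thiol-reactive ThioGlo1 reports CoA release over 20 min at room temperature.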
Active calls of the source: *; u = inconclusive; x = no result given; & = joins results of further samples; [ ] = remark or other dose. The call rests on the fitted dose curve; in most records, active means well fitted curve in the direction sought with a large enough effect; inconclusive means small, poorly fitted or top-dose-only effect, or another doubt; inactive means no such curve, though single readings can be large; an effect the other way counts as inactive or inconclusive. On the % scale 0 is the no-effect control and ±100 the full control effect; potency means the concentration at half of the fitted maximal effect. The list is partial (hit frequency here may not be typical).

The line under a structure holds: DT40 TDP1 no CPT	TDP1 block	GCN5L2 inh
O=C(CN1CCN(C(=O)C2CCCO2)CC1)Nc1ccc(Cl)c(Cl)c1 (centres undefined)
    -10%	3%	u
CN(C)C(=O)c1cc(C(=O)c2ccccc2C(F)(F)F)c[nH]1
    u	-6%	-1%
C/C(=N\O)C(C)(C)Nc1ccccc1F
    -14%	x	2%
COc1ccccc1NC(=O)Cc1csc(NC(=O)c2ccccc2)n1
    u	10%	0%
COc1ccc(CCNCc2c(C(=O)O)c(C)n(Cc3c(F)cccc3Cl)c2C)cc1OC
    -4%	3%	-4%
CCCN1CCC(NC(=O)Nc2ccc([N+](=O)[O-])cc2)CC1
    u	-3%	-4%
NC(=S)Nc1cc(Cl)ccc1Cl
    13µM*	4%	5%
Cc1cc2cc(CN(Cc3ccc4c(c3)OCO4)C(=O)c3cnccn3)c3nnnn3c2cc1C
    u	7%	-2%
O=C(Cn1nc(C(F)F)cc1C(F)F)NNC(=S)Nc1ccc([N+](=O)[O-])cc1
    23%	12%	-2%
COc1ccccc1CCn1c(=O)c(-c2ccc(F)cc2)nc2cncnc21
    0%	x	-14%
Cc1cc(Nc2cnc3ccccc3n2)n(-c2ccccc2)n1
    u	3%	-6%
O=C(Nc1ccc2c(c1)CCC2)c1cccc(F)c1
    -23%	2%	-1%
COCCNC(=O)c1ccc2c(c1)nc(C)n2-c1cccc(Cl)c1
    16%	x	-9%
CCOc1ccc(-c2c(C(=O)N/N=C/c3ccc(O)cc3)nnn2-c2nonc2N)cc1
    -4%	x	-3%
CCOc1ccc(-n2c(=O)c3c(C)c(C)sc3n(CC(=O)c3ccccc3)c2=O)cc1
    16µM*	-3%	-3%

Continued:
The line under a structure holds: DT40 TDP1 no CPT	TDP1 block	GCN5L2 inh
Cc1ccc(Nc2c(-c3ccco3)nc3ccccn23)cc1
    u	-1%	u
CCOC(=O)c1c(N)sn(-c2ccccc2C)c1=S
    26µM*	-3%	-26%
Cc1ccc(-c2nnc(SCC(=O)Nc3ccc4c(c3)oc3ccccc34)n2C)c(Cl)c1
    -26%	5%	-5%
CCn1c(C)cc(/C=C2/SC(=O)N(C(C)C(=O)OC)C2=O)c1C (centres undefined)
    21µM*	x	-5%
Cc1cc(NC(=O)C(C)SCC(=O)Nc2nnc(CC(C)C)s2)no1 (centres undefined)
    -23%	-2%	3%
O=C(NCc1ccncc1)C(=O)N/N=C/c1ccccc1OCc1ccccc1
    -10%	5%	-7%
CC(Oc1ccc2ccc(=O)oc2c1)C(=O)NC1CCN(Cc2ccccc2)CC1 (centres undefined)
    -4%	4%	-4%
CC1CC(=O)Nc2ccccc2N1C(=O)CSc1nnnn1C(C)C (centres undefined)
    18%	-1%	4%
CC1C=CCC2C(=O)N(c3cccc(C(=O)NCCc4ccccc4)c3)C(=O)C12 (centres undefined)
    16%	x	-8%
CCN(Cc1nc(-c2ccc(C)cc2)no1)C(=O)c1ccco1
    u	10%	-1%
O=C(c1cc(-c2cccnc2)nc2ccccc12)N1CCN(S(=O)(=O)c2cccs2)CC1
    23µM*	1%[56.1 µM]	0%
CCNNC(=O)C(O)(c1cccc(C)c1)c1cccc(C)c1
    -23%	0%	19%
CC1=CC(C)=Nc2ccc(C)cc2N1
    -2%&-12%	-1%&5%	-9%
CCS(=O)(=O)N1N=C(c2ccc(C)cc2)CC1c1cc2ccc(OC)cc2nc1Cl (centres undefined)
    u	1%	0%
CCN=c1scc(-c2ccc3c(c2)NC(=O)CO3)n1N=C1CCCC1
    8.2µM*	11%	-12%

An excerpt from further up, for reference:
The line under a structure holds: DT40 TDP1 no CPT	TDP1 block	GCN5L2 inh
CCS(=O)(=O)N1N=C(c2ccc(C)cc2)CC1c1cc2ccc(OC)cc2nc1Cl (centres undefined)
    u	1%	0%
CCN=c1scc(-c2ccc3c(c2)NC(=O)CO3)n1N=C1CCCC1
    8.2µM*	11%	-12%

(next part)
The line under a structure holds: DT40 TDP1 no CPT	TDP1 block	GCN5L2 inh
O=C(COc1cccc2ccccc12)NNC(=O)c1cnccn1
    16µM*	8%	0%
Cc1ccc(S(=O)(=O)N2CCCCC2)cc1NC(=O)C1CCC1
    -4%	0%	-2%
CCOc1ccc(S(=O)(=O)N2CCCC(C(=O)NCc3cccnc3)C2)cc1 (centres undefined)
    u	3%	-1%
O=C(CC1CCCCC1)NCc1ccccc1
    -9%	0%	-7%
OC(CNCc1ccccc1)(c1ccccc1)c1ccccc1
    u	x	-8%
CCN(CC)c1ccc2cc(-c3nc4ccccc4n3C)c(=O)oc2c1
    1.2µM*	-4%	-13%
CCn1c(C)nc2cc(C(=O)NN=C(C)c3ccc(C#N)cc3)ccc21
    -19%	0%	-4%
COc1ccc(OC)c(N(CC(=O)Nc2cccnc2)S(=O)(=O)c2ccc(OC)c(OC)c2)c1
    u	2%	-8%
Nc1nc2c(ncn2C2CC(O)C(CO)O2)c(=O)[nH]1 (centres undefined)
    5.8µM*	9%[56.1 µM]	-16%
O=C1OC(c2ccccc2)=C/C1=C/c1cccs1
    -6%	4%	-6%
Cn1c(SCc2cccc([N+](=O)[O-])c2)nc2ccccc2c1=O
    12µM*	3%	-6%
CCc1ccc(C2C(C#N)=C(N)N(N3CCOCC3)C3=C2C(=O)CC(C)(C)C3)s1 (centres undefined)
    u	1%	-12%
CCN1C(=O)c2ccccc2Sc2ccc(NC(=O)Nc3ccccc3OC)cc21
    u	8%	-3%
Cc1nc(SCC(=O)c2c(N)n(C3CC3)c(=O)[nH]c2=O)[nH]c(=O)c1CCO
    u	1%	-3%
Cn1c(-c2cccs2)[n+](C)c2ccccc21
    18µM*	4%	19%

Later entries.
The line under a structure holds: DT40 TDP1 no CPT	TDP1 block	GCN5L2 inh
COc1cc2ccccc2cc1C(=O)N1CCN(C(C)=O)CC1
    0%	1%	-3%
CCCC(=O)Nc1nnc(CC(=O)N2CCCC2)s1
    -18%	-9%	4%
CC12CC(NC(=O)N1c1cccc(C(=O)N3CCN(c4ccccn4)CC3)c1)c1ccccc1O2 (centres undefined)
    -26%	4%	0%
CCOC(=O)N1CCC(NC(=O)c2cc(S(=O)(=O)N3CCc4ccccc43)cn2C)CC1
    -19%	3%	-3%
CN1C(=O)N(CC(=O)Nc2cccc(S(=O)(=O)N(C)c3ccccc3)c2)C(=O)C12CCCCC2
    21µM*	0%	-20%
CCCCN(CC)CCNC(=O)c1cn(CCOC)c(=O)c2c1c1ccccc1n2C
    -22%&-8%	2%	-2%&-5%
Cc1ccc(S(=O)(=O)N(CC(=O)N2CCc3ccccc3C2)c2cccc(Cl)c2)cc1
    21µM*	6%	0%
CC(=O)CCc1oc2ccc([N+](=O)[O-])cc2c1-c1ccc(C)o1
    -12%	5%	-8%
CN(c1ccc(C(=O)Nc2ccc(S(=O)(=O)N3CCCC3)cc2)cc1)S(C)(=O)=O
    u	0%	-8%
CCn1c(SC)nnc1-c1nn(-c2ccccc2)ccc1=O
    -10%	4%	-16%
CCCOc1ccc2c(CC)cc(=O)oc2c1C
    -22%	-3%	3%
Cc1ccccc1NS(=O)(=O)c1cccc2nonc12
    3%	-15%	-3%
COc1ccc(NC(=O)c2sc3nc(-c4cc5cccc(OC)c5oc4=O)[nH]c(=O)c3c2C)cc1
    -21%	3%	0%
Cc1ccc(NC(=O)C2CCN(S(=O)(=O)c3cccc4nonc34)CC2)nc1
    -15%	3%	-1%
Cc1ccc(C)c(N2CCN(C(=O)CCc3nnc4n(C)c(=O)c5ccccc5n34)CC2)c1
    u	0%	-1%

Following part:
The line under a structure holds: DT40 TDP1 no CPT	TDP1 block	GCN5L2 inh
CCOc1ccc(NC(=O)c2sc(NC(C)=O)c(C(=O)OC)c2C)cc1
    -13%	8%	-18%
COc1ccc(NS(=O)(=O)c2csc(C(=O)N3CCCC3)c2)cc1
    u	1%	-3%
O=C(Nc1cccc(S(=O)(=O)N2CCCCCC2)c1)C1=COCCO1
    4%	2%	2%
O=C(Nc1cccc(Cl)c1)c1cc(-c2ccc3c(c2)OCCO3)on1
    12µM*	x	-16%
Cc1ccccc1C(=O)c1cccn1CC(=O)NC1CCCC(C)C1C (centres undefined)
    -18%	5%	-11%
CC(=O)NS(=O)(=O)c1ccc(NC(=O)c2cc3c(=O)n4ccccc4nc3s2)cc1
    -21%	1%	-14%
O=C(Nc1cccc(-c2cn3ccccc3n2)c1)c1ccccc1
    u	3%	-8%
O=C1CC(N2CCC(c3nc4ccccc4o3)CC2)C(=O)N1c1ccc(Cl)c(C(F)(F)F)c1 (centres undefined)
    u	-9%	-6%
CC(=O)c1ccc(N(C(=O)c2ccco2)C(C(=O)NC2CCCC2)c2ccc(N3CCOCC3)cc2)cc1 (centres undefined)
    -3%	3%	-5%
O=C(C1CC1)N1N=C(c2cccc(Br)c2)CC1(O)C(F)(F)F (centres undefined)
    u	0%	-8%
O=c1[nH]c2ccccc2c(=O)n1Cc1ccco1
    -18%	4%	-2%
Cc1ccc(Cn2cnc3sc4c(c3c2=O)CCC4)c(C)c1
    u	2%	-4%
CCC1(CC)C(=O)NN(c2ccccc2)C1=O
    -4%	3%	-1%
CC1CCCN(C(=O)c2ccc(NS(=O)(=O)c3cccc([N+](=O)[O-])c3)cc2)C1 (centres undefined)
    u	x	-3%
O=C(c1ccc2c(=O)n(Cc3ccc4c(c3)OCO4)c(=O)[nH]c2c1)N1CCN(c2ccccc2)CC1
    19%	1%	-18%

More records
The line under a structure holds: DT40 TDP1 no CPT	TDP1 block	GCN5L2 inh
C=CCN=C1SCC(=O)N1S(=O)(=O)c1ccc(C)cc1
    -5%	7%	0%
C=CCn1c(NCCOC)nc2c1c(=O)n(C)c(=O)n2C
    -18%	0%	-2%
NC(=O)c1c(NC(=O)COC(=O)CSc2nnc(-c3ccc(Cl)cc3)o2)sc2c1CCC2
    0%	0%	-10%
Cc1cccc(NC(=S)NCc2ccco2)n1
    7%	7%	-3%
COc1ccc(/C=C(/NC(=O)c2cccs2)C(=O)N2CCOCC2)cc1OC
    -18%	3%	-13%
Cc1nc2cc(C)c(C)cc2s1
    -5%	5%	-4%
O=C(NCCO)C(=O)Nc1c2c(nn1-c1ccc(F)cc1)CSC2
    -2%	8%	-1%
Cc1ccc(NC(=O)CN2CCOCC2)c(Br)c1
    -11%	x	-3%
CCC(=O)OCC(=O)[C@@]1(OC(=O)CC)[C@H](C)C[C@@H]2[C@H]3CCC4=CC(=O)C=C[C@]4(C)[C@]3(Cl)[C@@H](O)C[C@@]21C
    x	11%[56.1 µM]	0%[21.4 µM]
Clc1cccc(-c2nc(NCc3cccnc3)c3ccccc3n2)c1
    -23%	-2%	11%
O=C(Nc1ccc(S(=O)(=O)NCC2CCCO2)cc1)c1ccc(F)cc1 (centres undefined)
    16µM*	x	-2%
CCOC(=O)C1=C(O)/C(=C\c2ccc(OC)c(OC)c2)N=C1C
    2%	-3%	-25%
Cc1ccc(OCc2ccc(C(=O)Nc3c(C)nn(Cc4c(F)c(F)c(F)c(F)c4F)c3C)o2)c([N+](=O)[O-])c1
    18µM*	5%	-9%
CC(=O)c1cccc(S(=O)(=O)Nc2cc(C(F)(F)F)ccc2N2CCOCC2)c1
    -9%	1%	3%
COc1cccc(NC(=O)c2oc3ccccc3c2NC(=O)C(C)(C)C)c1
    u	0%	-12%
O=C(CCNS(=O)(=O)c1ccc(Br)s1)Nc1ccc(Br)cc1
    u	6%	0%

Among those listed so far, these contain fluorine.
The line under a structure holds: DT40 TDP1 no CPT	TDP1 block	GCN5L2 inh
CN(C)C(=O)c1cc(C(=O)c2ccccc2C(F)(F)F)c[nH]1
    u	-6%	-1%
C/C(=N\O)C(C)(C)Nc1ccccc1F
    -14%	x	2%
COc1ccc(CCNCc2c(C(=O)O)c(C)n(Cc3c(F)cccc3Cl)c2C)cc1OC
    -4%	3%	-4%
O=C(Cn1nc(C(F)F)cc1C(F)F)NNC(=S)Nc1ccc([N+](=O)[O-])cc1
    23%	12%	-2%
COc1ccccc1CCn1c(=O)c(-c2ccc(F)cc2)nc2cncnc21
    0%	x	-14%
O=C(Nc1ccc2c(c1)CCC2)c1cccc(F)c1
    -23%	2%	-1%
O=C1CC(N2CCC(c3nc4ccccc4o3)CC2)C(=O)N1c1ccc(Cl)c(C(F)(F)F)c1 (centres undefined)
    u	-9%	-6%
O=C(C1CC1)N1N=C(c2cccc(Br)c2)CC1(O)C(F)(F)F (centres undefined)
    u	0%	-8%
O=C(NCCO)C(=O)Nc1c2c(nn1-c1ccc(F)cc1)CSC2
    -2%	8%	-1%
O=C(Nc1ccc(S(=O)(=O)NCC2CCCO2)cc1)c1ccc(F)cc1 (centres undefined)
    16µM*	x	-2%
Cc1ccc(OCc2ccc(C(=O)Nc3c(C)nn(Cc4c(F)c(F)c(F)c(F)c4F)c3C)o2)c([N+](=O)[O-])c1
    18µM*	5%	-9%
CC(=O)c1cccc(S(=O)(=O)Nc2cc(C(F)(F)F)ccc2N2CCOCC2)c1
    -9%	1%	3%
